Source: PubChem BioAssay (Small Molecule Screening Facility, UW Madison)
SSB-PriA inh: blocks PriA binding to SSB C-terminal tail; AlphaScreen SSBct-PriA binding, biotinylated peptide; inhibition, % at 33 µM; 430,000 compounds, 0.6% hits; AID 1272365; in the data active = inhibition mostly above about 37%, no sharp cut-off; inactive = mostly below about 20%;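 also: plate controls were negative control peptide for no effect and reference peptide for full effect; strong numbers were not always called active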
Active calls of the source: *; & = joins results of further samples.

SMILES	SSB-PriA inh
O=S(=O)(c1ccc(Br)cc1)c1nnn2c1nc(NCCC1=CCCCC1)c1ccccc12	-6.0
CCC(CC)NC(=O)CON=Cc1ccccc1OC(F)F	-16.4
Cc1cc(C)n(CCN(C(=O)CCCS(=O)(=O)c2ccccc2)c2nc3c(F)cc(F)cc3s2)n1	-35.0
COCCN1CCCc2ccc(NS(=O)(=O)c3ccccc3F)cc21	-20.0
COC(=O)C1CCN(C(=O)C[C@H]2CSc3nc(C(C)C)cc(=O)n32)CC1	-12.0
Cc1ccccc1Oc1ccc(S(=O)(=O)N(CC(F)(F)F)c2ccccc2)cc1	-24.0
COc1ccc(CC(=O)NCC(c2ccc(N(C)C)cc2)N(C)C)cc1OC (configuration not stated)	8.0
O=c1[nH]nc(C2CC2)c2cnn(-c3ccccc3)c12	-6.0
COC(=O)c1ccc(NC(=O)Cn2nc3nc(N4CCCCCC4)ccn3c2=O)cc1	3.0
O=C(Cc1cccs1)Nc1cnoc1	-8.0
N#CC(C#N)=NNc1cccc(Br)c1	68.0
O=C(NCCC1=CCCCC1)[C@@H]1COCC(=O)N1Cc1cccs1	-6.0
Cn1nc(CNC(=O)Nc2ccc(C(F)(F)F)cc2)cc1C1CC1	-7.0
NC(=NOC(=O)CCN1C(=O)c2ccccc2C1=O)c1ccccn1	-4.0
CCOc1ccc(C(=O)Cn2cc(-c3nc(-c4ccccc4Cl)no3)ccc2=O)cc1	2.0
O=C(Nc1ccc2c(c1)N(S(=O)(=O)c1ccc(F)cc1)CCC2)c1cc(=O)c2ccccc2o1	9.0
Cc1cc(C)c2c(c1)C(=NNC(=O)c1cc(C)oc1C)CCC2	0.0
CCn1nccc1C(=O)Nc1nc2c(C)cccc2s1	-14.0
CC(C)N1CCc2nc(NC(=O)c3ccc(S(=O)(=O)N4CCCc5ccccc54)cc3)sc2C1	2.0
Cc1oncc1C(=O)NCc1cc(C2CC2)n(C)n1	-9.0
O=C(c1ccsc1)c1ccc(CNC(=O)c2cccc3ccccc23)s1	-15.0
O=S(=O)(CCC(F)(F)F)N1CC(n2cc(COc3ccccc3)nn2)C1	-8.0
CCc1ccc(-c2cc3c(SCC(=O)Nc4c(C)cc(C)cc4C)nccn3n2)cc1	2.0
COc1cccc(-c2cc(C(=O)NN=Cc3ccc(OC)c(COC(C)=O)c3)c3ccccc3n2)c1	-10.4
Cn1c(=O)c2c(=O)cc[nH]c2n(C)c1=O	-6.0
CCn1c(SCC(=O)N2CCOc3ccc(C)cc32)nc2c(-c3ccccc3)csc2c1=O	-10.0
CCc1nnc2c(=O)n(-c3ccccc3)ccn12	11.0
COc1cccc2cc(C(=O)Nc3nnc(-c4ccc(Br)s4)o3)oc12	-13.0
COc1ccc(/C=C(\C#N)C(=O)N2CCCc3ccccc32)cc1	7.0
COc1cccc(-c2ccc(=O)n(CCCC(=O)Nc3ccc(Cl)cc3Cl)n2)c1	-6.0
CCOC(=O)N1CCc2c(sc(NC(=O)COc3ccc(Cl)cc3Cl)c2C(=O)OC)C1	-17.0
COc1ccc(N2CCN(C(=O)C(=O)Nc3ccc([N+](=O)[O-])cc3C)CC2)cc1	9.0
Cc1nnc(N2C(=O)C(=O)C(=C(O)c3ccc4c(c3)OCCO4)C2c2ccc(F)cc2)s1 (configuration not stated)	-1.1
CC(C)Sc1cccc(-c2nnc(NC(=O)c3ccc([N+](=O)[O-])s3)o2)c1	-47.0
COc1ccc(NC(=O)c2cc3ccccc3c(=O)o2)c([N+](=O)[O-])c1	-11.0
CCOC(=O)c1cnn(-c2nc3ccccc3s2)c1N	7.0
CN(C)CC#CCNC(=O)Cn1ccc2ccccc21	-22.0
COc1ccc(CCNC(=O)CSc2nc3sc4c(c3c(=O)[nH]2)CCC4)cc1OC	-4.0
Cc1ccc(C=NNC(=O)c2ccc(NC(=O)c3ccccc3Cl)cc2)o1	9.6
NS(=O)(=O)C1CCS(=O)(=O)C1 (configuration not stated)	-6.0

Sorted by heavy-atom count (falling): part of the list above.
SMILES	SSB-PriA inh
COc1cccc(-c2cc(C(=O)NN=Cc3ccc(OC)c(COC(C)=O)c3)c3ccccc3n2)c1	-10.4
CC(C)N1CCc2nc(NC(=O)c3ccc(S(=O)(=O)N4CCCc5ccccc54)cc3)sc2C1	2.0
CCn1c(SCC(=O)N2CCOc3ccc(C)cc32)nc2c(-c3ccccc3)csc2c1=O	-10.0
Cc1nnc(N2C(=O)C(=O)C(=C(O)c3ccc4c(c3)OCCO4)C2c2ccc(F)cc2)s1 (configuration not stated)	-1.1
CCOC(=O)N1CCc2c(sc(NC(=O)COc3ccc(Cl)cc3Cl)c2C(=O)OC)C1	-17.0
COc1ccc(CCNC(=O)CSc2nc3sc4c(c3c(=O)[nH]2)CCC4)cc1OC	-4.0
COc1ccc(N2CCN(C(=O)C(=O)Nc3ccc([N+](=O)[O-])cc3C)CC2)cc1	9.0
Cc1ccc(C=NNC(=O)c2ccc(NC(=O)c3ccccc3Cl)cc2)o1	9.6
O=C(c1ccsc1)c1ccc(CNC(=O)c2cccc3ccccc23)s1	-15.0
COc1ccc(NC(=O)c2cc3ccccc3c(=O)o2)c([N+](=O)[O-])c1	-11.0
COc1ccc(/C=C(\C#N)C(=O)N2CCCc3ccccc32)cc1	7.0
CN(C)CC#CCNC(=O)Cn1ccc2ccccc21	-22.0
Cc1oncc1C(=O)NCc1cc(C2CC2)n(C)n1	-9.0
CCc1nnc2c(=O)n(-c3ccccc3)ccn12	11.0
Cn1c(=O)c2c(=O)cc[nH]c2n(C)c1=O	-6.0
NS(=O)(=O)C1CCS(=O)(=O)C1 (configuration not stated)	-6.0

Additional entries:
SMILES	SSB-PriA inh
COc1ccc(-c2nc(CSc3nc4ccccc4c(=O)n3Cc3ccco3)c(C)o2)cc1	-14.0
O=C(NCC1CC(=O)N(Cc2ccc(F)cc2)C1)NC1CCCCC1 (configuration not stated)	3.0
COC(=O)c1ccc(CSc2nc(C)cc(C(F)(F)F)n2)cc1	38.0*
Cc1cc(NC(=O)Cn2c(=O)nc(-c3ccccc3)c3ccccc32)ccc1Br	-14.0
CC(C)c1n[nH]c(=O)c2c1cnn2-c1ccccc1	-4.0
O=C(Nc1ccncc1)c1ccc(CNS(=O)(=O)c2cccc(C(F)(F)F)c2)cc1	-15.0&-11.0
COCCN(Cc1ccoc1)S(=O)(=O)c1ccc(NC(=O)C(C)C)cc1	-12.0
COc1cc(Cl)c(C)cc1NC(=O)C(C)(C)C	-25.0
CCOc1ccccc1Nc1c(C(=O)N2CCCCC2)cnc2ccc(F)cc12	-5.0
O=C(NCC(c1cccs1)S(=O)(=O)c1cccs1)OCc1ccccc1 (configuration not stated)	5.0&-14.0
O=C(Nc1ccccc1Cc1nc(-c2cccs2)no1)C1(c2ccccc2)CCOCC1	-3.0
O=C(Nc1ccccc1F)N1CCC(CSCc2ccco2)CC1	-7.0
COc1ccc(CC(=O)NN=Cc2cc(Br)c(O)c(Br)c2)cc1	-7.0
CC1(C)CC(=O)CC(=NNC(=O)CCc2ccc(S(=O)(=O)N3CCOCC3)cc2)C1	6.1
O=C(Cc1cc(-c2cccs2)on1)NCc1c(F)cccc1F	-14.0
Cc1ccc2c(CC(=O)NCc3ccccc3Cl)cc(=O)oc2c1	-3.0
Cc1cccn2cc(-c3ccccc3NC(=O)[C@H]3CC(=O)N(c4cccc(F)c4)C3)nc12	-8.0
Cc1nnc(NC(=O)CSc2nnc(NC(=O)Cc3cccc4ccccc34)s2)s1	4.0
COCCN1CCC(NC(=O)c2cc(C)on2)CC1	-5.0
O=C(c1ccccc1)c1sc(NC(=O)C2CCCCC2)nc1-c1ccccc1	3.0
COc1ccc(Cc2nnc(NC(=O)c3snnc3C)o2)cc1	-5.0
CCOC(=O)C(=NNc1ccccc1Cl)N1CCN(c2ccccc2OC)CC1	-3.3
CCCCn1c(-c2ccc(OC)cc2)nc2ccccc21	-17.0&-16.0
Cc1cc(C)n(C)c(=O)c1C(=O)O	0.0
COc1cc2ccccc2cc1C(=O)Nc1cc(C)no1	-19.0&-5.0
CC(=O)N1N=C(c2c(-c3ccccc3)c3cc(Cl)ccc3[nH]c2=O)CC1c1nc2ccccc2n1C(C)=O (configuration not stated)	5.0
CC(C)(C)C(=O)N1CCc2ccc(NC(=O)c3ccccc3C(F)(F)F)cc21	-5.0
Cn1nc(CNC(=O)c2ccc(S(=O)(=O)N3CCOCC3)cc2)cc1-c1cccs1	-1.0
COC(=O)N1CCc2ccc(NC(=O)c3cc4ccccc4s3)cc2C1	-2.0
O=C(CCCCCn1cnc2ccccc2c1=O)Nc1cccnc1	13.0
COc1ncccc1C(=O)N1CCN(C2CCCCC2)CC1	-9.0
Cc1noc(C)c1S(=O)(=O)N1CCC(c2cc(C(=O)Nc3ccccc3F)n[nH]2)CC1	-9.0
CCOC(=O)c1nn(-c2ccc(Cl)cc2)c(=O)c2c(NC(=O)CSCc3ccccc3)scc12	-1.0
Cc1ccc(N2N=NC3C(=O)N(c4ccc5c(c4)CCC5)C(=O)C32)cc1F (configuration not stated)	5.0
Cn1cccc1-c1noc(CNC(=O)C2(c3cccs3)CCCC2)n1	9.0
CCN(CC)C(=NO)NC(=O)NS(=O)(=O)c1ccc(C)cc1	-7.0
Fc1ccccc1Cn1cccc1-c1nc(-c2ccc3c(c2)OCO3)no1	-3.0
CON=C(N)c1ccc([N+](=O)[O-])cc1	-8.5
Cc1ccc(N2CCN(S(=O)(=O)N3CCOCC3)CC2)cc1Cl	-2.0
Cc1cc(C)n(CC2CCN(Cc3ccc(OCc4ccccc4)cc3)CC2)n1	9.0

Looked up by structure from the list above, 3 records:
SMILES	SSB-PriA inh
Cc1ccccc1Oc1ccc(S(=O)(=O)N(CC(F)(F)F)c2ccccc2)cc1	-24.0
COc1ccc(-c2nc(CSc3nc4ccccc4c(=O)n3Cc3ccco3)c(C)o2)cc1	-14.0
Cc1oncc1C(=O)NCc1cc(C2CC2)n(C)n1	-9.0

(continued)
SMILES	SSB-PriA inh
Cn1c(-c2ccccn2)nn(CCNC(=O)c2cncc(Br)c2)c1=O	-4.0
Cc1ccc(-c2nnc(NC(=O)c3ccc([N+](=O)[O-])cc3)o2)c(C)c1	-7.0
CCOc1ccc(S(=O)(=O)NCC(=O)N2CCOC(c3ccccc3)C2)cc1F (configuration not stated)	-7.0
COc1ccc(C(=NO)c2nccc3cc(OC)c(OC)cc23)cc1OC	-12.7
CC(C)(C)c1ccc(C(=O)N2C3C=CCC2CC3)cc1 (configuration not stated)	-8.0
COC(CNS(=O)(=O)c1cccnc1)c1ccc(C)s1 (configuration not stated)	-9.0
O=C(c1ccncc1)N1CCC(CNS(=O)(=O)c2cccc3ccccc23)CC1	14.0
COc1ccc(C=NN2CCN(c3ccccc3OC)CC2)cc1Br	9.8
Cc1n[nH]c(C)c1CCC(=O)N/N=C\c1c(Cl)cccc1Cl	-2.0
CCCCSC(N)=NN=Cc1ccccc1O	-12.9
Cn1cc(S(=O)(=O)NC[C@H](O)c2ccc3c(c2)CCO3)cn1	-17.0
Cn1cccc1C(CNC(=O)c1ccc2ccccc2c1)N1CCCC1 (configuration not stated)	22.0*
CC(C)(C)NS(=O)(=O)c1ccc2nc(NC(=O)C3CCCO3)sc2c1 (configuration not stated)	5.0
COCCNC(=O)Cn1cc(C=NNC(=O)c2ccc(Oc3ccc(O)cc3)cc2)c2ccccc21	2.2
COc1cccc(C=Nn2c(C)nc3ccccc3c2=O)c1O	-25.9
O=C(c1nc2ccccc2s1)N1CCC(Oc2ncccc2Br)CC1	-28.0
CCOc1ccc(S(=O)(=O)Nc2ccc3c(c2)CCC(=O)N3Cc2ccccc2)cc1F	11.0&15.0
Cc1ccc(C=NNC(=O)c2cc(-c3ccccc3)nc3ccccc23)o1	6.8
Nc1cc(=O)[nH]c2nnc(SCCc3ccccc3)n12	-20.0
COc1ccccc1N1CCN(S(=O)(=O)CCNC(=O)c2c(F)cccc2F)CC1	7.0
COc1cccc(CNC(=O)CSc2nccn3nc(-c4ccccc4)cc23)c1	-1.0
COCCCNC(=O)C(=O)Nc1nccs1	-24.0
Cc1ccccc1-n1cc2cn[nH]c(=O)c2n1	-17.0
O=C(NC(c1cccnc1)C1CCOCC1)c1ccc2c(c1)OCO2 (configuration not stated)	-7.0
COc1cc(/C=C2/SC(=NS(=O)(=O)c3ccccc3)NC2=O)c([N+](=O)[O-])cc1OC	-2.8
Cc1nc(SCc2cccc(Cl)c2)[nH]c(=O)c1CC(=O)NCc1ccccn1	-1.0&7.0
O=C(c1ccsc1)N1CCCSCC1CN1CCOCC1 (configuration not stated)	-10.0
CCc1ccccc1NC(=O)COc1ccc(OC)cc1	-9.0
CCS(=O)(=O)c1cccc(C(=O)N(CCCN(C)C)c2nc3ccc([N+](=O)[O-])cc3s2)c1	-10.0
COc1ccccc1-c1cc2c(SCC(=O)Nc3ccccc3Br)nccn2n1	0.0
Cc1ccc(S(=O)(=O)N2CCN(CCOc3ccc(Cl)cc3)CC2)cc1	-6.0&-3.0
Cn1cccc1Cc1nnc(SCC(=O)NO)n1Cc1ccccc1	2.0
COCCN1CCC(NC(=O)c2cnccn2)CC1	-3.0
O=C1c2ccccc2C(=O)c2cc(C[P+](c3ccccc3)(c3ccccc3)c3ccccc3)ccc21	18.0
O=C(CCSc1ccc(Cl)cc1)Nc1ccc(F)cc1F	-15.0
O=C(Nc1nnc(-c2ccccc2Cl)s1)c1ccc(N2C(=O)CCC2=O)cc1	-13.0
COc1cccc(C(=O)Nc2cc(-c3ccco3)nn2-c2nc(C)c(C)c(=O)[nH]2)c1OC	-8.0
CCS(=O)(=O)N1CCCc2ccc(NS(=O)(=O)Cc3ccccc3Cl)cc21	0.0
CC(=O)N1CCc2ccc(NC(=O)Cc3cccs3)cc21	-10.0&-4.0
O=C(NN=Cc1ccncc1)c1ccncc1	-5.7
O=C(c1ccc(S(=O)(=O)N2CCCCC2)cc1)N1CCO[C@H](c2cc(Cl)cc(Cl)c2)C1	-13.0
Cc1ccc(C(=O)NCCc2nnc3ccc(SCC(=O)NCc4ccccc4Cl)nn23)cc1	-5.0
Cc1cccc(-n2c(C)cc(C=NNC(=O)c3cccc([N+](=O)[O-])c3C)c2C)c1	14.2
COc1ccccc1N1CCN(CCNC(=O)Cc2ccc(Cl)cc2)CC1	-13.0
Cn1nc(C(=O)Nc2nc(-c3ccccn3)cs2)ccc1=O	41.5
O=S(=O)(NCC1(Sc2ccccc2)CCOCC1)c1ccc(Cl)s1	-17.0
COC(=O)c1ccc(Cn2nc(C3CC3)c3cnn(-c4ccc(F)cc4)c3c2=O)cc1	1.0

An excerpt; the hit share may differ from the screen's.
